# GSIS activator = GLuc luminescence reporter in INS-1E cells, primary screen for activators of glucose-dependent secretion of insulin | activation, % at 16.6 µM | actives 0.61% (n = 370,000) | AID 743287 | INS-1E GLuc reporter insulin secretion, 2-3 h;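 active = lowest replicate activation of at least 40%, so every replicate reaches that level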;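 also: 0% = median of neutral control wells and 100% = median of IBMX positive control wells; some compounds called inactive have numbers as strong as hits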
# ARNT TACC3 PPI = disruptors of human ARNT/TACC3 interaction; Q9Y6A5; AlphaScreen His-ARNT PAS-B/GST-TACC3 binding, luminescence; TACC3 fragment carries E629A point mutation; inhibition, % at 9.99 µM; actives 0.66% (n = 390,000); AID 623870;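 active = mean inhibition of replicates at least 50% and at least half of replicates each reaching 50%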;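 also: 0% = complete ARNT plus TACC3 wells and 100% = ARNT alone without TACC3; many hits fall short of the cut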
# The depositor's hits bear a star. This is a subset (hit frequency here may not be typical).
GSIS activator	ARNT TACC3 PPI	Molecule
12	-13	CCCCC(=O)Nc1ccc(NC(=O)c2cccs2)cn1
-16	-2	CCOC(=O)c1c(-c2ccc(F)cc2)csc1NC(=O)c1c(-c2ccccc2)noc1C
-9	1	O=C(COc1cccc2ccccc12)Nc1nc2ccccc2[nH]1
-20	-1	O=C(NCc1cccs1)C1CCN(S(=O)(=O)c2ccc(Br)s2)CC1
11	29	CC(/C=C1\N=C(SCc2ccccc2)SC1=O)=C\c1ccccc1
8	22	COc1cc([N+](=O)[O-])ccc1NC(=O)CCCOc1cccc(C)c1C
-11	-3	CC1(C)NC(=O)N(CCCCOc2ccc3c(c2)CCC3)C1=O
15	30	CCOC(=O)c1cn(Cc2ccc(C)cc2)nn1
-1	-17	CCCC(=O)NC1=C(C#N)C2(CCCC2)Cc2ccccc21
-13	-12	FCCCOc1ccc(-c2ccnc(-c3ccccc3)n2)cc1
-7	-9	O=C(COc1ccc(S(=O)(=O)Nc2ccccc2)cc1)NCc1cccnc1
10	-12	CCOC(=O)c1[nH]c(C)c(C(=O)NC2CCN(C(=O)OCC)CC2)c1C
6	-2	CC1(C)CC(=O)C2=C(C1)OC1=C(C2)C(=O)CC(C)(C)C1
9	19	Oc1c(C=Nc2cccnc2)sc2ccccc12
1	-1	Nc1nc(SCc2ccc(Cl)cc2Cl)n[nH]1
-3	9	CC(=O)Nn1cnc2c(c1=O)C1(CCCCC1)Cc1ccccc1-2
9	0	Cc1cccc(C(=O)NCc2nnc(SCC(=O)N3CCN(c4ccccc4)CC3)n2C)c1
-27	4	O=[N+]([O-])c1cccc(-c2ccc(/C=N/NC(=S)Nc3ccccc3)o2)c1
18	-30	Clc1ccc(OCCCn2ccnc2)c(Br)c1
-26	-67	CCSc1nnc(NC(=O)CSc2nc3c(c(=O)n2C)SC(C)C3)s1 (stereo not drawn)
119*	4	CCSc1nnc(NC(=O)c2csc3c2CCCC3)s1
3	-10	N=C1C(c2nc3ccccc3[nH]2)=C(O)CN1c1ccccc1
-16	6	CCOc1ccc(C(=S)NC2CCCCC2)cc1
26	3	S=c1[nH]nc(-c2ccccc2)o1
-4	10	CCn1c(C(=O)NCCCN2CCc3ccccc3C2)cc2sccc21
15	2	COc1ccc2oc(=O)c(NC(=O)C3CCCCC3)cc2c1
-4	31	Cc1ccc(CNCCC2=CCCCC2)cc1
-6	4	Cc1ccc(N(CC(=O)N2CCN(C3CCCCC3)CC2)S(=O)(=O)c2cccnc2)cc1
-5	2	CCC1CCCCN1C(=O)C1CC(c2cc(Cl)c(OC)cc2OC)=NO1 (stereo not drawn)
13	1	CCN1CCN(c2cc(=O)n(-c3cc(Cl)ccc3C)c(=O)[nH]2)CC1
8	1	CCOc1ncccc1C(=O)N(C)CC(=O)Nc1ccccc1SC
-25	-2	N#Cc1nc(Cc2cccc3ccccc23)oc1N1CCN(c2ccccc2)CC1
13	-1	COc1ccc(NC(=O)CCCNS(=O)(=O)c2cccs2)cc1
17	-5	COc1ccc(-c2cc(C(=O)Nc3ccccc3SC)no2)cc1
-8	-4	O=C(Cn1nnc(-c2ccccc2Cl)n1)N1CCN(S(=O)(=O)c2ccc(Cl)cc2)CC1
-3	0	CCOC(=O)N1CCC(NC(=O)CC(NS(=O)(=O)c2ccc(Cl)cc2)c2ccco2)CC1 (stereo not drawn)
-44	-2	Cc1ccc(C2=NC(C(F)(F)F)(C(F)(F)F)c3c(n(-c4ccc(F)cc4)c(=O)[nH]c3=O)N2)cc1
-7	-3	COCc1cc(=O)n2[nH]c(C(F)(F)F)nc2n1
-16	-5	Cc1cccc(/C=N/NC(=O)c2cc(-c3cccnc3)nc3c2c(C)nn3-c2ccccc2)c1
6	-2	Cc1cc(C)n(CC(O)COc2cccc(OCC(O)Cn3nc(C)cc3C)c2)n1 (stereo not drawn)
6	36	COc1cccc(N2CCN(Cc3nc(N)nc(N4CCCc5ccccc54)n3)CC2)c1
14	0	O=C1C=C(NCC2CCCO2)C2(CCCCC2)O1 (stereo not drawn)
-22	-9	Cc1ccccc1Cn1ccc(NC(=O)CCSc2nc(-c3ccco3)cc(C(F)(F)F)n2)n1
7	-1	O=C1NCCCN1Cc1ccc(F)cc1
6	-6	C/C(=C\c1ccccc1)C(=O)NC1CCSC1=O (stereo not drawn)
-20	0	C#CCn1c(S(=O)(=O)Cc2ccccc2Cl)nc(-c2ccccc2)c1-c1ccccc1
-14	2	Cc1c(C(=O)NCc2cccnc2)oc2ccc(S(=O)(=O)N3CCCCC3)cc12
13	-6	O=C(CNC(=S)NC(=O)c1ccc(Br)o1)c1ccccc1
-13	-5	O=C(N/N=C/c1ccc(-c2cccc(C(F)(F)F)c2)o1)c1cccc(F)c1
9	-18	Cn1nnnc1CCOCCc1nnnn1C
2	-9	CCCCC12CN3CC(C)(CN(C1)C31C(=O)N(C)c3ccc(C)cc31)C2=O (stereo not drawn)
-53	5	CN(C(=O)c1cnc(N2CCN(c3ncccn3)CC2)c2ccccc12)c1ccc(Cl)cc1
1	2	Cc1ccccc1NC1=C(Cl)C(=O)N(C2CCCCC2)C1=O
20	-8	CC1(C)C(=O)NCCN1C(=O)CSc1nccc(-c2ccc(Br)cc2)n1
14	-17	Cc1ccc(-c2nc(N=Nc3ccc(O)cc3)n[nH]2)cc1
3	-4	CN(C)C(=O)COC(=O)c1ccccc1OCC(=O)Nc1ccc(SC(F)F)cc1
41	-19	COc1ccc2nc(C)cc(N3CCOCC3)c2c1
16	-22	O=C(CN1C(=O)C2C3C=CC(C3)C2C1=O)NCCC1=CCCCC1 (stereo not drawn)
-9	5	Cc1oc(-c2ccc(Cl)cc2)cc1-c1nn2c(-c3ccoc3C)nnc2s1
39	-1	COc1ccc(C2(NC(C)=O)CCN(C(=O)c3ccco3)CC2)cc1

# Following part
GSIS activator	ARNT TACC3 PPI	Molecule
-14	6	CC(C)Oc1ccc(CSc2nnc3n(C)c(=O)c4c5c(sc4n23)CCCC5)cc1
-12	-7	COc1ncnc2c1NC(=O)CS2
-8	13	O=c1[nH]c2cc3c(cc2cc1C(c1nnnn1CC1CCCO1)N1CCCCCC1)OCCO3 (stereo not drawn)
14	-4	c1ccc2nc(-c3nc4ccccc4o3)ccc2c1
5	-6	Cc1cc(Br)c(S(=O)(=O)n2nnc3ccccc32)cc1C
5	2	N#Cc1c(NC(=O)c2cc(-n3cnnc3)ccc2Cl)sc2c1CCCC2
-3	-4	COC(=O)c1c(/N=C/NOCc2ccc(Cl)cc2)sc2c1CCN(c1ncc(C(F)(F)F)cc1Cl)C2
6	-5	COC(=O)c1ccc(NC(=O)C2C3C=CC(O3)C2C(=O)O)cc1 (stereo not drawn)
-2	-5	COc1cc(C2C(C(C)=O)=C(O)C(=O)N2CCN(C)C)ccc1O (stereo not drawn)
4	4	N=c1ncn(CC(O)CN2CCOCC2)c2nc(N3CCOCC3)[nH]c12 (stereo not drawn)
3	-1	O=C(CN1C(=O)CC(c2ccco2)Sc2ccccc21)Nc1ccc2c(c1)OCCO2 (stereo not drawn)
-15	1	CCOc1ccc(-n2nc(C(=O)NCCOC)c3ccccc3c2=O)cc1
14	2	O=C(c1cccc(-c2nnc(-c3ccccc3)o2)c1)N1CCCCCC1
7	2	CN1CCN(C(c2cccc(C(F)(F)F)c2)c2nnnn2C(C)(C)C)CC1 (stereo not drawn)
-4	-12	O=C(CN1CCOCC1)Nc1ccc(Oc2ccc(NC(=O)CN3CCOCC3)cc2)cc1
77*	0	CC(C)(C)c1nc2ccccc2c2nnc(SCC(=O)Nc3nccs3)n12
-26	5	COc1ccc(Cc2noc(COc3ccc(Cl)cc3)n2)cc1
1	1	CCCN1C(=O)CN(C2CCCCCC2)C(=O)C1c1ccc(C)cc1 (stereo not drawn)
-4	1	O=C(Cn1c(=O)n(-c2ccccc2)c(=O)c2oc3ccccc3c21)Nc1ccccc1
-5	8	COc1cccc(NC(=O)CN2CCN(c3ccccc3F)CC2)c1
-18	-2	Cc1ccc(S(=O)(=O)NCC23C=CC(O2)C2C(=O)N(c4ccccc4)C(=O)C23)cc1 (stereo not drawn)
3	-6	COc1ccccc1-c1cc(C(=O)NCCN2CCOCC2)no1
-12	5	CN(CC(=O)OCC(=O)NC(=O)c1cccn1C)S(=O)(=O)c1ccc(Cl)cc1
10	5	COc1ccc(OC)c(-n2nnnc2SCC(=O)NCc2ccc3c(c2)OCO3)c1

# 2 consecutive records from above:
GSIS activator	ARNT TACC3 PPI	Molecule
-12	5	CN(CC(=O)OCC(=O)NC(=O)c1cccn1C)S(=O)(=O)c1ccc(Cl)cc1
10	5	COc1ccc(OC)c(-n2nnnc2SCC(=O)NCc2ccc3c(c2)OCO3)c1

# Additional records follow.
GSIS activator	ARNT TACC3 PPI	Molecule
19	3	Cc1nn(CC(=O)Nc2ccccn2)c(C)c1[N+](=O)[O-]
3	-9	CSc1nnc(-c2ccc(O)cc2)n1C
-9	-10	O=C(O)C1CCN(S(=O)(=O)N2CCOCC2)CC1
1	-6	Cc1ccc(-c2nnn(CCC(=O)NC3CCCC3)n2)cc1
29	1	CC(=O)CC(C)(C)n1nnc(-c2ccccc2)n1
-9	-2	Cc1ccc(N2CCN(C(=O)N3CCCC3)CC2)cc1Cl
-16	-3	CSc1nc(Cl)c(Cc2ccc(OC(C)C)cc2)c(N2CCOCC2)n1
16	-6	CCCN1CCC(N2CCN(c3cccc(C(F)(F)F)c3)CC2)CC1
8	0	Nc1ncnc2nc(SCC(=O)N3CCN(c4ccccc4)CC3)[nH]c12
20	-2	Cc1cc(=O)[nH]c(N2CCc3ccccc3C2)n1
-6	12	N#CC1(c2ccccc2)CCC(=NO)CC1 (stereo not drawn)
-14	-12	Cc1ccccc1N1CCN(C(=O)c2ccc(Oc3ccc(C(F)(F)F)cn3)cc2)CC1
-6	3	O=C(COc1ccc2ccccc2c1)N1c2ccccc2Sc2ccccc21
4	-13	Fc1ccccc1/C=C/c1ccc2ccccc2n1
-33	23	O=C(CSCC(=O)Nc1ccccc1)N/N=C/c1c(O)ccc2ccccc12
19	-5	CN1CCN(CCN2CCn3c2nc2ccccc23)CC1
9	-8	O=S(=O)(Nc1cc(Cl)ccn1)c1ccc(Cl)cc1
-24	-38	O=C(O)c1ccccc1C(=O)N1CC=C(c2ccccc2)CC1
11	-1	c1cc2nncn2nc1N1CCCC1
21	0	c1ccc(CSc2ccc(-c3cccs3)nn2)cc1
-19	4	Cc1ccc(CN(c2ccc(C(=O)Nc3ccc4c(c3)OCO4)cc2)S(C)(=O)=O)cc1
8	1	CCOc1ccc(C2N(c3cc(C)on3)C(=O)C3CCCN32)cc1OC (stereo not drawn)
8	-2	NS(=O)(=O)c1ccc(NC(=O)C2CCCN(S(=O)(=O)c3ccc(F)cc3)C2)cc1 (stereo not drawn)
6	-6	O=C(COC(=O)CCN1C(=O)c2ccccc2C1=O)Nc1ccc(S(=O)(=O)N2CCCC2)cc1
20	-5	c1ccc2c(c1)nnn2Cc1nnc2sc(-c3ccncc3)nn12
-3	-4	CC1CCN(C(=O)Nc2cccc(NC(=O)N3CCC(C)CC3)c2)CC1
31	8	C=CCn1c(SCc2cccc3ccccc23)nnc1-c1cccnc1
12	1	COc1ccc(S(=O)(=O)Nc2cc(C(=O)NC(C)C)ccc2N2CCOCC2)cc1
-14	-13	CSc1nnc(-c2sc3cc(Cl)ccc3c2Cl)n1C
-31	-1	CC1=C(C(=O)OC2CCCCC2)C(c2ccco2)C2=C(CC(C)(C)CC2=O)N1 (stereo not drawn)
-13	3	Cc1ccc(NC(=S)NCCO)c(C)c1
9	-5	N#Cc1ccccc1Cn1c(=O)n(CCC(=O)NCc2ccco2)c(=O)c2ccccc21
-7	-12	O=C1C2C(C(=O)N1Cc1ccco1)C1C=CC2C12CC2 (stereo not drawn)

# Arranged by formula weight (falling): 21 of the compounds above
GSIS activator	ARNT TACC3 PPI	Molecule
6	-6	O=C(COC(=O)CCN1C(=O)c2ccccc2C1=O)Nc1ccc(S(=O)(=O)N2CCCC2)cc1
8	-2	NS(=O)(=O)c1ccc(NC(=O)C2CCCN(S(=O)(=O)c3ccc(F)cc3)C2)cc1 (stereo not drawn)
-19	4	Cc1ccc(CN(c2ccc(C(=O)Nc3ccc4c(c3)OCO4)cc2)S(C)(=O)=O)cc1
12	1	COc1ccc(S(=O)(=O)Nc2cc(C(=O)NC(C)C)ccc2N2CCOCC2)cc1
9	-5	N#Cc1ccccc1Cn1c(=O)n(CCC(=O)NCc2ccco2)c(=O)c2ccccc21
-33	23	O=C(CSCC(=O)Nc1ccccc1)N/N=C/c1c(O)ccc2ccccc12
-31	-1	CC1=C(C(=O)OC2CCCCC2)C(c2ccco2)C2=C(CC(C)(C)CC2=O)N1 (stereo not drawn)
31	8	C=CCn1c(SCc2cccc3ccccc23)nnc1-c1cccnc1
8	1	CCOc1ccc(C2N(c3cc(C)on3)C(=O)C3CCCN32)cc1OC (stereo not drawn)
20	-5	c1ccc2c(c1)nnn2Cc1nnc2sc(-c3ccncc3)nn12
-14	-13	CSc1nnc(-c2sc3cc(Cl)ccc3c2Cl)n1C
-24	-38	O=C(O)c1ccccc1C(=O)N1CC=C(c2ccccc2)CC1
9	-8	O=S(=O)(Nc1cc(Cl)ccn1)c1ccc(Cl)cc1
19	-5	CN1CCN(CCN2CCn3c2nc2ccccc23)CC1
21	0	c1ccc(CSc2ccc(-c3cccs3)nn2)cc1
-7	-12	O=C1C2C(C(=O)N1Cc1ccco1)C1C=CC2C12CC2 (stereo not drawn)
4	-13	Fc1ccccc1/C=C/c1ccc2ccccc2n1
20	-2	Cc1cc(=O)[nH]c(N2CCc3ccccc3C2)n1
-13	3	Cc1ccc(NC(=S)NCCO)c(C)c1
-6	12	N#CC1(c2ccccc2)CCC(=NO)CC1 (stereo not drawn)
11	-1	c1cc2nncn2nc1N1CCCC1
